LYP act: activators of human LYP (PTPN22) phosphatase. Q9Y2R2. activation, % at 2 µM. recombinant LYP, DiFMUP fluorescence; 0 = plate median, 100 = signal doubled. hit rate 0.11% among 96,000;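 active = activation at 2 µM above a set limit, the mean plus 5 SD, cut at about 37% in these data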
IL1B cytotox: HUVEC cytotoxicity counter-screen, IL-1B stimulated; cell count reduction, % at 2 µM; hit rate 0.41% among 94,000; HUVEC cell count loss, Hoechst imaging;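 active = cell count reduction more than 3 SD above the screen-wide mean, cut at about 70% in these data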;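 note: normalized per plate to untreated control cells as the no-loss baseline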
PTPN22 inh 2: blocks human PTPN22 phosphatase activity. Q9Y2R2. inhibition, % at 2 µM. hit rate 0.21% among 96,000. recombinant LYP catalytic domain, DiFMUP fluorescence;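 active = inhibition at 2 µM at or above a set limit, the screen mean plus 3 SD, cut at about 24% in these data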;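 note: 0% = DMSO with enzyme and 100% = enzyme fully blocked by orthovanadate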
cytoskel mod: modifiers of cytoskeleton assembly; inhibition, % at 2 µM; HUVEC TNFa F-actin phalloidin imaging, high content; hit rate 0.18% among 91,000; AID 836;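 active = inhibition above the batch mean plus 3 SD and confirmed as a hit by visual image inspection, cut at about 30% in these data, passing the limit was not always enough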; note: strong numbers were not always called active
ERa SRC1 inh: ER-alpha (human) coactivator binding inhibition; P03372; TR-FRET ER-alpha LBD / SRC-1 peptide, estradiol-bound; inhibition, % at 25.6 µM; hit rate 1.7% among 86,000; AID 629; in the data active = inhibition above about 50%;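 note: 0% = receptor plus peptide control and 100% = peptide only without receptor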
Target sequence (P03372 whole entry, looked up, the tested form may be a part): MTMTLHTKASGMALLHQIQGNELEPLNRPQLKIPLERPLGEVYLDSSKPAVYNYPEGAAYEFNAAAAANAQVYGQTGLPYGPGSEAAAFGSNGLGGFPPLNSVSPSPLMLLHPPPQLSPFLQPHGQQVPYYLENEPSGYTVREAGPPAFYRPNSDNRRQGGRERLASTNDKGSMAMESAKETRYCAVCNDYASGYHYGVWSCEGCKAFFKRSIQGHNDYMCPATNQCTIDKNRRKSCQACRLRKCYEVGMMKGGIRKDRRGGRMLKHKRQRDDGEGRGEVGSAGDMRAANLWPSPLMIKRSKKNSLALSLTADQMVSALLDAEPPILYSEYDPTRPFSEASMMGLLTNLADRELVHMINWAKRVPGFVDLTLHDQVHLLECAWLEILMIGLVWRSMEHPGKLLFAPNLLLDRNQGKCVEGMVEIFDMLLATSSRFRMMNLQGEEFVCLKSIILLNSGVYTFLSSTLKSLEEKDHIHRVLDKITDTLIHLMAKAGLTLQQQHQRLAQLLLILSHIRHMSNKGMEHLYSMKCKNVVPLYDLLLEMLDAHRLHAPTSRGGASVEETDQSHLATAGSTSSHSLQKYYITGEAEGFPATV
HUVEC tox TNFa: toxic to HUVEC cells under TNF alpha stimulation; HUVEC TNFalpha-stimulated, Hoechst cell count, imaging; cell count reduction, % at 2 µM; hit rate 0.17% among 93,000;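 active = cell count reduction exceeding the screen mean by over 5 SD, scaled to untreated wells per plate, cut at about 78% in these data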;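 note: cells counted after 24 h of TNF alpha exposure following the 1 h pretreatment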
VCAM1 TNFa inh: reduces TNF alpha induced VCAM1 expression in HUVEC; AID 802; inhibition, % at 2 µM; HUVEC TNFa-induced VCAM-1 immunofluorescence, high-content imaging; hit rate 0.48% among 95,000;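 active = inhibition above the batch mean plus 3 SD, with images confirmed as a hit by eye, cut at about 37% in these data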;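 note: 0% = TNF-stimulated DMSO wells and 100% = unstimulated control wells; not every result past the cut was called active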
FAK blocker: inhibitors of human focal adhesion kinase; Q05397; biochemical FAK kinase activity assay; inhibition, %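 (tested at 7 µM)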; hit rate 0.84% among 97,000; AID 727; in the data active = inhibition above about 19%;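 note: 0% = DMSO and 100% = reference compound high control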
PTK2B oligo ant: antagonists of human Pyk2 oligomerization; Q14289; Q293 cells, Pyk2 FERM NanoBiT luminescence; active compounds read low; z-score (the deposit names both 25 µM and 10 µM); hit rate 0.83% among 99,000; AID 1347419;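 active = Z-score of -3 or lower, scaled per plate to the spread of control and sample wells; inactive = z-score above -3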;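 note: negative z-score means lost luminescence so less FERM oligomerization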
Numbers without * were called inactive; nt = not tested or not shown; [ ] = remark or other dose.

SMILES	LYP act	IL1B cytotox	PTPN22 inh 2	cytoskel mod	ERa SRC1 inh	HUVEC tox TNFa	VCAM1 TNFa inh	FAK blocker	PTK2B oligo ant
CCOc1ccccc1Oc1ccc(C(F)(F)F)cn1	-0.3	2.2	0.4	-24.1	1.1	-5.7	33.8	2.0	0.47
Cc1cn(C2OC(COC(=O)c3ccccc3)C(O)C2O)c(=O)[nH]c1=O (configuration not stated)	1.9	14.1	-2.6	4.1	nt	-31.5	-5.8	5.8	0.75
Cc1ccc(-c2onc3ccc(C4(C)OCCO4)cc23)cc1	-0.1	17.4	-0.6	-2.5	-8.0	-14.6	4.3	0.4	-0.2
Cc1ccc(C)c(N(C(=O)CS(=O)CC(=O)Nc2ccc3c(c2)OCO3)C(C)C(=O)NC2CCCC2)c1 (configuration not stated)	-3.5	-1.9	0.6	-4.3	-2.1	-5.3	1.7	-1.8	-0.63
COc1ccc(CNC(=O)Nc2cccc3ccccc23)cc1	-4.3	-14.6	4.2	2.2	7.7[fluorescence artefact?]	-10.4	0.8	0.9	-0.18
Cc1ccc(S(=O)(=O)Cn2nnnc2C(c2ccc(F)cc2)N2CCC(C(N)=O)CC2)cc1 (configuration not stated)	2.1	-24.7	-4.8	6.4	3.0	-16.2	10.5	-1.8	-0.58
COc1ccc(C(=O)C(CO)Oc2ccccc2OC)cc1OC (configuration not stated)	-9.7	0.5	7.0	2.9	nt	-29.0	5.3	12.2	0.91
CCOC(=O)C1CCN(CCC(=O)Nc2ccccc2)CC1	20.1	-30.7	-19.4	-0.6	0.3	-19.2	-11.9	-1.4	0
COc1ccc(-c2nnc(SCc3ccccn3)n2C)cc1	-4.3	-5.5	4.8	11.5	15.9	-23.1	-1.2	-1.1	-0.12
Cc1c(NC(=O)COC(=O)c2cc3c4ccccc4n(C)c3s2)c(=O)n(-c2ccccc2)n1C	-9.5	-3.1	7.8	-10.1	12.2	-6.5	1.2	5.0	1.15
CCOc1ccccc1Oc1cn[nH]c1-c1ccc(OC)cc1O	-8.5	-20.6	6.4	9.4	-8.8	-8.2	14.7	-10.7	-1.54
O=C(Nc1ccc(S(=O)(=O)C(F)F)cc1)c1cccc(S(=O)(=O)N2CCOCC2)c1	3.6	-29.2	-0.9	34.3	3.7	-14.9	1.0	-6.3	-0.81

Quoted from the listing.
`Cc1c(NC(=O)COC(=O)c2cc3c4ccccc4n(C)c3s2)c(=O)n(-c2ccccc2)n1C` – ERa SRC1 inh: 12.2
`COc1ccc(C(=O)C(CO)Oc2ccccc2OC)cc1OC` (configuration not stated) – PTPN22 inh 2: 7.0

Carrying on:
SMILES	LYP act	IL1B cytotox	PTPN22 inh 2	cytoskel mod	ERa SRC1 inh	HUVEC tox TNFa	VCAM1 TNFa inh	FAK blocker	PTK2B oligo ant
Cc1nc2[nH]c(=O)c3c(n2n1)NC1=C(C(=O)CC(C)(C)C1)C3c1ccccc1 (configuration not stated)	-5.2	13.2	4.6	-17.4	4.2	10.2	-2.7	-5.2	1.19
COc1ccc(S(=O)(=O)NC(C(C)C)C(C)C)cc1OC	-7.8	-9.7	3.7	-1.9	-3.8	-19.6	-17.5	0.6	-0.44
Cc1ccc(/C=C/C(=O)c2ccc(C)cc2)cc1	-4.4	-9.1	3.9	-6.6	-6.5	-16.1	-22.9	-3.1	-0.93
CC1CCCCN1C(=O)Cn1c(=O)n(CCC(=O)NCc2ccco2)c(=O)c2sccc21 (configuration not stated)	0.1	-6.0	-1.3	15.1	nt	-11.8	11.3	0.3	0.2
COc1ccccc1N1CCN(S(=O)(=O)/C=C/c2ccccc2)CC1	4.5	10.8	-3.3	-3.0	0.2	-17.0	-7.3	-2.3	0.7
CC1CCCC(NC(=O)CC2Nc3ccccc3NC2=O)C1C (configuration not stated)	-2.0	16.4	-1.1	17.3	-9.3	-0.5	4.9	2.1	0.27
CCc1c(C#N)c(SCCC(=O)Nc2ccc(C)cc2)nc2c1C(=O)CC(C)(C)C2	-2.7	-28.0	1.2	20.5	nt	-46.3	-1.9	-0.9	-2.76
O=C1CN(C(=O)CC2c3ccccc3-c3ccccc32)CC(=O)N1	-3.2	-11.0	0.3	-1.1	9.5	-11.5	-5.8	-1.6	1.53
CCCCOc1ccc(/C=c2\sc3ncnn3c2=O)cc1	6.5	-7.1	-8.2	24.5	-5.5	-22.8	7.2	-1.1	-0.98
O=C(C1CCN(S(=O)(=O)c2cnc[nH]2)CC1)N1CCn2c1nc1ccccc12	12.2	-19.5	-14.6	-7.7	nt	-17.5	16.9	0.4	-0.05
CC(C)Oc1ccc(C2CC(=O)N(c3ccc(N(C)C)cc3)C2=O)cc1 (configuration not stated)	-1.7	4.9	1.4	-0.9	-16.2	-17.2	-3.0	-2.5	-4.23*
COCCCNC(=O)C1CCN(C(=O)c2cc3sccc3n2Cc2ccc(F)cc2)CC1	-8.4	61.5	7.8	-11.9	3.7[fluorescence artefact?]	8.7	11.1	9.2	-0.11
Cc1ccccc1S(=O)(=O)Cc1ccc(C(=O)NC(C)c2ccc3c(c2)OCCO3)o1 (configuration not stated)	-1.8	2.0	1.2	-2.9	-4.5	-6.3	2.9	-4.1	nt
CCOc1cc(CNn2cnnc2)cc(Br)c1OCC(=O)NC1CCCCC1	9.6	-7.7	-3.0	17.6	2.6	-13.3	-13.7	-4.7	-0.35
COCCCNS(=O)(=O)c1ccc(S(=O)(=O)N2CCCC2)cc1	-0.6	-1.9	3.3	-8.7	nt	4.5	7.2	-0.6	0.11
Cc1ccc(CNCC2CCCO2)o1 (configuration not stated)	1.3	23.9	0.5	nt	3.7[fluorescence artefact?]	15.3	2.9	0.9	0.18
CCCCN(C)Cc1c(C)[nH]c2ccc(Cl)cc2c1=O	-2.8	-117.1	2.0	40.4	8.9	-19.8	8.9	1.2	0.48
OCCSc1ncnc2c1oc1ccccc12	3.4	-10.3	-4.4	-9.4	15.6	-14.4	-13.1	8.0	2.71
CC12CN3CCN(CC(C3)C1(O)CN1CCCCC1)C2 (configuration not stated)	-1.9	-11.6	5.5	0.1	-12.6	-16.6	26.9	-10.8	1.08
Cc1ccc(NC(=O)OCc2cn(-c3ccc(Cl)cc3)nn2)cc1	2.1	-73.7	-3.0	6.0	nt	-7.2	-8.7	3.5	1.39
CCS(=O)(=O)N1CCN(S(=O)(=O)c2ccccc2)CC1	5.3	-6.6	-3.2	1.6	5.5	-21.1	-9.4	-0.6	0.91
Cc1cc2ccccc2cc(C)c1=O	-11.3	-7.9	10.0	-1.6	-4.6	-38.0	-0.1	0.4	0.02
Cn1c(-c2ccc(C(=O)c3ccccc3)s2)nc2ccccc21	-6.2	5.2	4.8	1.6	5.8	-3.5	-23.1	6.0	-0.85
COc1ccc(N(CC(=O)NCc2ccco2)S(C)(=O)=O)cc1OC	-0.6	-27.2	1.6	nt	-4.8	27.8	-9.2	-1.7	-0.03
O=C1c2ccccc2C(=O)N1SC1CCCCC1	-0.6	2.8	-1.4	27.6	25.5[fluorescence artefact?]	-25.6	0.3	-0.3	0.5
CCCCn1c2nc3ccccc3nc2c2c(=O)n(CCC)cnc21	-13.9	-5.5	17.0	26.9	2.0	-12.7	-13.6	-7.5	-1.18
NC(=O)C1(N2CCCCC2)CCN(C(=O)c2cccn3c(=O)c4cc(Cl)ccc4nc23)CC1	3.2	-45.1	-4.5	nt	5.1[fluorescence artefact?]	9.3	-32.2	6.5	-0.6
O=C(CCCn1c(=S)[nH]c2cc3c(cc2c1=O)OCO3)NC1CC1	4.6	-12.6	-0.3	0.7	-7.0	-11.4	3.5	6.8	1.26
CN(CC(=O)N1CC=C(c2ccccc2)CC1)S(=O)(=O)c1ccc2c(c1)c(=O)n(C)c(=O)n2C	5.1	-5.8	-9.1	8.9	2.5	-27.0	4.7	-3.0	nt
COc1cccc(-n2nc(-c3ccnn3-c3ccccc3)c(=O)n(C)c2=O)c1	1.8	-3.8	-0.1	nt	0.3	-23.3	-4.5	-1.6	0.32
CCOC(=O)CNC(=O)CSc1nnc(-c2ccccc2)n1Cc1ccco1	5.9	-8.6	-7.4	-18.6	23.2	-16.2	-4.5	0.8	0.1
O=C(NC1CCCCC1)C1CN(S(=O)(=O)c2ccccc2)CCN1S(=O)(=O)c1ccccc1 (configuration not stated)	14.4	-19.5	-16.7	10.9	-11.9	-44.4	-60.5	-3.6	-0.38
CCn1c(SCC(=O)N2CCN(c3ccc(Cl)cc3)CC2)nc2ccccc2c1=O	11.7	-18.0	-16.7	-4.8	4.0[fluorescence artefact?]	-21.7	-3.9	-3.1	0.35
CCc1c(C)nc(SCC(=O)Nc2c(C)n(C)n(-c3ccccc3)c2=O)[nH]c1=O	-3.6	26.4	5.7	-25.8	nt	13.3	1.1	5.0	-0.01
Cc1cccc(NCc2ccccc2O)c1	-2.1	-41.4	1.5	7.9	-2.1	-2.1	11.6	1.6	0.72
CCCOc1ccc(C(=O)CCN2CCCCC2)cc1	-1.8	-26.2	1.8	-0.3	-24.6	2.6	13.9	-6.9	1.01

Of the compounds above, 6 contain a furan ring, fused or not:
SMILES	LYP act	IL1B cytotox	PTPN22 inh 2	cytoskel mod	ERa SRC1 inh	HUVEC tox TNFa	VCAM1 TNFa inh	FAK blocker	PTK2B oligo ant
CC1CCCCN1C(=O)Cn1c(=O)n(CCC(=O)NCc2ccco2)c(=O)c2sccc21 (configuration not stated)	0.1	-6.0	-1.3	15.1	nt	-11.8	11.3	0.3	0.2
Cc1ccccc1S(=O)(=O)Cc1ccc(C(=O)NC(C)c2ccc3c(c2)OCCO3)o1 (configuration not stated)	-1.8	2.0	1.2	-2.9	-4.5	-6.3	2.9	-4.1	nt
Cc1ccc(CNCC2CCCO2)o1 (configuration not stated)	1.3	23.9	0.5	nt	3.7[fluorescence artefact?]	15.3	2.9	0.9	0.18
OCCSc1ncnc2c1oc1ccccc12	3.4	-10.3	-4.4	-9.4	15.6	-14.4	-13.1	8.0	2.71
COc1ccc(N(CC(=O)NCc2ccco2)S(C)(=O)=O)cc1OC	-0.6	-27.2	1.6	nt	-4.8	27.8	-9.2	-1.7	-0.03
CCOC(=O)CNC(=O)CSc1nnc(-c2ccccc2)n1Cc1ccco1	5.9	-8.6	-7.4	-18.6	23.2	-16.2	-4.5	0.8	0.1

Bioassay records as filed in PubChem.
